# RGS8-Gao – regulators of human RGS8-Galphao interaction | response (percent of control binding), % at 10 µM | 0.34% of 220,000 active | multiplexed bead flow cytometry, RGS8-Galphao binding; actives lie on both sides | P09471 | AID 1423; in the data active = response below about 60% or above about 140%; inactive = in between;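 also: Galphao activated as the GDP aluminium fluoride complex binding bead-coupled RGS8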
# Target sequence (P09471 whole entry, looked up): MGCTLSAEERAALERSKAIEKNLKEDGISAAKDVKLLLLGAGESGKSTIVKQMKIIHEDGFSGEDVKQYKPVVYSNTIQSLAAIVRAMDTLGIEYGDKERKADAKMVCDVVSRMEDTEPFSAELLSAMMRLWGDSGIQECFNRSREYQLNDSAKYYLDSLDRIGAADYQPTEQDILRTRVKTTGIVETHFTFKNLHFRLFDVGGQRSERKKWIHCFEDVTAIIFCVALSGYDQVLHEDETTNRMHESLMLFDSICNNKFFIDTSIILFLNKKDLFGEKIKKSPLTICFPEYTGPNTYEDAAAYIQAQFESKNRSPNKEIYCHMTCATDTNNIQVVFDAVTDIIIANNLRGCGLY
# Avidin bead fluor – compound fluoresces at 488/530 nm on avidin beads. fluorescence (KMESF) at 10 µM. 0.38% of 220,000 active. compound fluorescence 488/530 nm, flow cytometry; active compounds read high; in the data active = fluorescence above about 47; also: inactives centre near 10
# Mcl-1 Bim block – disrupts Bim peptide binding to human Mcl-1. Q07820. Bead-based flow cytometry, Bim peptide-Mcl-1 binding. inhibition, % at 10 µM. 0.1% of 190,000 active. AID 1009; in the data active = inhibition above about 40%;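 also: 0% = no compound tracer wells and 100% = peptide blocker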
# Target sequence (Q07820 whole entry, looked up): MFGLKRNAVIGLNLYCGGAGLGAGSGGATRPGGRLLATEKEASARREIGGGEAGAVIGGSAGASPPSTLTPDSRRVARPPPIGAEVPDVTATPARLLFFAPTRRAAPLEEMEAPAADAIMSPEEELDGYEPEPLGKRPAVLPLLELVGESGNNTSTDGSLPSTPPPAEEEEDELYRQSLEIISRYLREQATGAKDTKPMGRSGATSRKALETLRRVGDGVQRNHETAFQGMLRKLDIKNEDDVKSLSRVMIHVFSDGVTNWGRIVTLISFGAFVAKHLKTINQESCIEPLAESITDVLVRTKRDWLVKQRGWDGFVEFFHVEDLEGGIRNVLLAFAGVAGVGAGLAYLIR
# ABCB1 inh – inhibitors of human ABCB1 transporter, ABCG2 counter-screen; P08183; CCRF-Adr cells, JC-1 efflux, flow cytometry; 0.067% of 190,000 active; inhibition, % at 6.6 µM; in the data active = inhibition above about 40%;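 also: 0% = vehicle and 100% = reference inhibitor; higher value means more JC-1 retained so stronger ABCB1 efflux block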
# Mcl1-Bid inh – Mcl-1/Bid interaction inhibition; Q07820; 0.97% of 220,000 active; inhibition, % at 21.7 µM; TR-FRET Mcl-1/Bid-Dy647 peptide binding, 1536-well; AID 1021;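 active = compounds that cut the binding signal by more than half at the single screening dose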;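 also: His-tagged Mcl-1 with europium anti-His antibody binding Bid BH3 peptide; 0% = Mcl-1 plus peptide wells and 100% = peptide-only wells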
# RGS7-Gao reg – modulates binding of RGS7 to human Galphao | Multiplexed bead flow cytometry; actives lie on both sides | binding response (% of control), % at 10 µM | 0.35% of 220,000 active; in the data active = binding response below about 49% or above about 150%; inconclusive = no clear call, values can overlap the other calls; inactive = in between;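 also: fluorescent Galphao held in activated GDP-AlF4 state binding bead-coupled RGS7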
# GSH bead fluor – compound fluoresces at 488/530 nm on GSH beads. GSH beads flow cytometry, compound fluorescence 488/530 nm; active compounds read high. fluorescence (KMESF) at 10 µM. 0.25% of 190,000 active. AID 1776; in the data active = fluorescence above about 89;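 also: glutathione beads carrying GST-tagged Bcl family fusion proteins plus one bare bead set; values are compound well signal with DMSO vehicle wells as background; inactives centre near 16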
# ABCG2 block – blocks JC-1 efflux by human ABCG2 transporter; Q9UNQ0; IgMXP3 cells, flow cytometry; inhibition, % at 6.6 µM; 0.1% of 190,000 active;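 active = inhibition above 80%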;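 also: 0% = DMSO and 100% = nicardipine control wells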
#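 Times: 10 min at 25 °C | Test system: Two drug-resistant human cell lines, ABCG2 and ABCB1 | Quantity: 3 million cells/mL final, two lines in 1:1 ratio | Signal: Flow cytometry, 530 nm JC-1 signal | Dosing: Compound at 6.6 µM | Controls: Nicardipine and DMSO wells | Reagent: JC-1 as fluorescent efflux pump substrate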
# Pf gamet viab – inhibitors of late stage P. falciparum gametocyte viability; P. falciparum stage V gametocytes, ATP luminescence, 24 h; inhibition, % at 10.9 µM; 0.065% of 150,000 active;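 active = inhibition above the mean plus 3 SD of compounds within the control limits, set per campaign, cut at about 38% in these data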;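 also: 0% = DMSO wells and 100% = medium only without gametocytes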
# Mcl1 Noxa PPI – Mcl-1/Noxa interaction inhibition; TR-FRET Mcl-1/Noxa peptide binding, 2 h; 1.5% of 220,000 active; AID 1022; inhibition, % at 21.7 µM;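 active = compounds that cut the protein-peptide binding signal by more than 50% relative to plate controls in a single-dose test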;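 also: His-tagged Mcl-1 with rhodamine Noxa BH3 peptide and terbium anti-His antibody; 0% = Mcl-1 plus Noxa peptide wells and 100% = peptide-only wells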
# RGS4-Gao reg – human RGS4-Galphao interaction regulation | binding response (% of control), % at 10 µM | 0.33% of 220,000 active | Multiplexed bead flow cytometry, RGS4-Galphao binding; actives lie on both sides; in the data active = binding response below about 49% or above about 150%; inactive = in between;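 also: fluorescent Galphao activated with aluminum fluoride binding bead-coupled RGS4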
# Active calls of the source: *; ? = inconclusive; / = no result given; [ ] = remark or other dose.
SMILES,RGS8-Gao,Avidin bead fluor,Mcl-1 Bim block,ABCB1 inh,Mcl1-Bid inh,RGS7-Gao reg,GSH bead fluor,ABCG2 block,Pf gamet viab,Mcl1 Noxa PPI,RGS4-Gao reg
Cc1ccc(S(=O)(=O)/C(C#N)=C/c2ccccc2OCc2ccccc2)cc1,107,9,-4,-0.5,8,101,22,12,9,4,102
Cc1ccc(N2C(=O)CN(Cc3cccs3)C2=S)cc1C,99,5,1,-0.2,-23,100,22,0,2,-10,103
C=CCOC(=O)C1=C(C)N(C)C(=O)NC1c1cc2c(cc1Br)OCO2 (stereo not given),109,9,5,0.5,-19,98,9,0,/,-22,94
CC(NC1CCCCC1)C(=O)NN=C(c1ccccc1)c1ccccc1 (stereo not given),96,7,-2,2.1,-26,92,20,2,/,4,91
COc1ccc(C2NC(=O)CS2)cc1 (stereo not given),101,7,-7,16,-12,99,15,3,/,7,100
COc1ccc(C(=O)Nc2cccc(/C(C)=N/NC(=O)c3ccc([N+](=O)[O-])c(C)c3)c2)cc1OC,101,37,-4,0.3,-15,107,36,31,/,14,103
CCCNC(=O)NC(C)C12CC3CC(CC(C3)C1)C2 (stereo not given),102,24,-1,0.0,-15,100,24,2,-23,5,100
O=C(Cc1ccccc1)Nc1cc(C(=O)c2ccccc2)ccc1N1CCOCC1,95,14,0,1.9,8,100,7,5,/,17,99
O=C(CCC(=O)Nc1ccccc1)NNC(=O)CCc1ccccc1,115,10,-1,0.8,0,103,16,3,-2,7,102
CC(C)(OC(=O)NC(=O)C(F)(F)F)C(C)(C)OC(=O)NC(=O)C(F)(F)F,102,15,0,0.1,-28,104,26,0,0,-8,104
Cc1ncc([N+](=O)[O-])n1Cc1cccc2ccccc12,106,17,-2,/,-7,106,10,6,11,3,101
O=C(O)c1ccc2c(c1)nnn2C1CCCCC1,102,11,0,1.1,-13,101,56,4,/,11,100
Cn1cc([N+](=O)[O-])c(C(=O)N/N=C/c2ccc([N+](=O)[O-])cc2)n1,104,16,-4,0.8,-7,102,21,4,11,6,105
CC1CCc2c(sc3ncnc(N4CCOCC4)c23)C1 (stereo not given),101,6,-1,-3.0,-2,104,28,-3,-8,10,101
CCOC(=O)c1cccc(NC(=O)/C=C/c2cccc([N+](=O)[O-])c2)c1,104,14,-1,-0.3,1,99,32,-1,1,-9,101
CN(C)S(=O)(=O)c1cccc(NC(=O)COC(=O)CCC(=O)c2ccc(F)cc2)c1,95,16,-7,-0.1,-7,90,10,1,-1,20,92
O=S(=O)(c1cc(Cl)ccc1Br)N1CCCCC1,106,15,-2,-0.1,23,104,35,28,/,17,104
COc1ccccc1-n1c([S-])c(C(=O)Nc2ccccc2C(F)(F)F)[n+]2ccc(C(=O)NCCO)cc12,100,9,19,0.8,-11,102,12,2,-10,8,105
CCOC(=O)Cc1nnc(Nc2cc(C)ccc2C)c2ccccc12,101,11,1,0.1,-7,?,10,3,/,8,99
CCCCc1c(C)nc2ccccc2c1SCCC(=O)O,102,9,-3,0.4,-59,99,68,4,-11,7,104
O=C(c1cccc(S(=O)(=O)N2CCOCC2)c1)N1CCN(c2ccc(F)cc2)CC1,101,12,-3,1.1,-23,100,37,10,/,-6,98
O=C(O)C1CCN1C1CCCCC1 (stereo not given),100,8,2,0.1,-8,99,6,0,/,6,105
CC(C)(C)C(=O)OC/C(N)=N/OC(=O)c1ccc(Cl)cc1,103,6,/,/,-22,?,/,/,4,-17,103
CCCOc1ccc(N2C(=O)C3C(C(C)C)NC4(C(=O)c5ccccc5C4=O)C3C2=O)cc1 (stereo not given),104,7,0,0.1,-39,105,6,0,14,-1,108
O=C(CN1CCOCC1)Nc1ccccc1C(=O)O,102,9,-3,0.5,-13,101,11,3,/,15,100

# Profiles from above. Order of screens: RGS8-Gao	Avidin bead fluor	Mcl-1 Bim block	ABCB1 inh	Mcl1-Bid inh	RGS7-Gao reg	GSH bead fluor	ABCG2 block	Pf gamet viab	Mcl1 Noxa PPI	RGS4-Gao reg
# C=CCOC(=O)C1=C(C)N(C)C(=O)NC1c1cc2c(cc1Br)OCO2 (stereo not given) as listed: 109	9	5	0.5	-19	98	9	0	/	-22	94
# CC(C)(C)C(=O)OC/C(N)=N/OC(=O)c1ccc(Cl)cc1 as listed: 103	6	/	/	-22	?	/	/	4	-17	103

# Going on with the list:
SMILES,RGS8-Gao,Avidin bead fluor,Mcl-1 Bim block,ABCB1 inh,Mcl1-Bid inh,RGS7-Gao reg,GSH bead fluor,ABCG2 block,Pf gamet viab,Mcl1 Noxa PPI,RGS4-Gao reg
COC(=O)c1ccc(CSc2nnnn2C)o1,100,9,0,0.8,-37,98,23,8,12,14,100
Cc1[nH]n(-c2ccccc2)c(=O)c1C=Nc1cnc2ccccc2c1,100,16,-3,1.3,7,99,21,2,/,10,98
CCc1ccc(NC(=O)Nc2ccc3c(c2)N(C)C(=O)CS3)cc1,100,7,0,0.1,-17,98,20,1,/,8,98
O=C(O)c1cc2sccc2s1,103,7,-2,0.1,19,101,4,0,/,26,105
Cn1cnc([N+](=O)[O-])c1Sc1ccc(C(C)(C)C)cc1,101,4,/,/,4,?,/,/,-6,5,101
CN(C)c1nc(N)c([N+](=O)[O-])c(NCc2ccccc2)n1,102,2,-2,0.5,4,103,9,4,-26,2,104
COc1ccc(NS(=O)(=O)c2ccc(C(=O)N3CCN(Cc4ccccc4)CC3)cc2)cc1,105,13,-2,0.2,-19,107,10,0,10,-2,106
Cc1ccc(Cl)c(NC(=S)N(CCCN2CCOCC2)Cc2ccco2)c1,100,6,-2,0.6,-67,102,19,1,-4,-3,99
Cc1nn(C)c(C)c1CNC(=O)Nc1ccc(Cl)cc1,109,9,1,-0.1,-17,102,15,1,5,-1,103
COc1ccc(C2C(C(C)=O)=C(O)C(=O)N2c2cccnc2)cc1OC (stereo not given),102,9,-2,0.1,-10,100,10,0,/,3,103
CC1(C)CC(=O)c2cnn(-c3nc4ccccc4[nH]3)c2C1,96,14,0,1.7,-54,91,31,6,/,-18,94
CC(C)(C)C(=O)C(Cl)C(=O)Nc1ccccc1 (stereo not given),92,6,/,/,16,?,/,/,-17,36,100
O=C(NCc1ccccc1)c1cc(=O)nc2sc(-c3ccccc3)nn12,99,13,-5,2.2,-5,99,33,60,3,4,98
COC(=O)c1c(SCC(=O)Nc2ccc(C)c(C)c2)nc(=O)[nH]c1C,101,7,/,/,-30,?,/,/,-7,8,106
COc1ccc(NC(=O)C2CCCN2S(=O)(=O)c2ccc(C)cc2)cc1 (stereo not given),103,6,2,0.7,-25,100,16,1,/,5,100
Cc1cccc(C(=O)NCCNC(=O)c2cccc(C)c2)c1,96,3,-6,0.6,-5,101,9,12,11,-6,90
Cc1cccc(Nc2nc(N)c([N+](=O)[O-])c(N3CCCC(C)C3)n2)c1 (stereo not given),102,13,-7,0.2,0,100,18,6,3,-11,101
CCn1c(CSCc2ccc(Cl)cc2)nnc1SCC(=O)Nc1cccc(C(=O)O)c1,85,6,-4,0.4,-10,76,15,2,30,11,78
COc1ccc(C2CC(c3ccccc3)=NN2C(=O)COC(=O)c2cccnc2Cl)cc1 (stereo not given),92,8,-5,4.2,18,94,13,20,4,3,96
COc1ccccc1NC(=O)N1CCC(c2nc3ccccc3o2)CC1,95,5,-3,0.8,-16,90,24,13,-3,4,94
COc1cc2[nH]c(=S)nc(NCCCOC(C)C)c2cc1OC,99,11,11,0.7,-27,97,16,20,-28,29,103
COc1ccc(-c2nnn(CC(=O)c3ccccc3)n2)cc1OC,100,5,0,0.4,-13,103,26,2,4,-9,99
O=Nc1onc(-c2ccc([N+](=O)[O-])cc2)c1NO,101,11,0,-0.1,-25,98,19,1,7,14,98
CC(C(=O)N1CCN(c2ccccc2)CC1)N1C(=O)C2CC=CCC2C1=O (stereo not given),101,12,-2,1.1,-8,100,27,2,/,-14,99
CC(=O)Nc1cc(C(=O)c2ccccc2)ccc1N1CCOCC1,101,13,-2,1.9,8,102,32,17,/,17,103
SMILES,RGS8-Gao,Avidin bead fluor,Mcl-1 Bim block,ABCB1 inh,Mcl1-Bid inh,RGS7-Gao reg,GSH bead fluor,ABCG2 block,Pf gamet viab,Mcl1 Noxa PPI,RGS4-Gao reg
CCOc1ccc(N2CC(O)(c3cccs3)[N+]3=C2CCCC3)cc1 (stereo not given),94,8,-1,0.8,-23,90,14,3,14,15,91
O=C(NCCN1C(=O)S/C(=C/c2ccccc2)C1=O)C1CCCN1C(=O)c1cccs1 (stereo not given),102,16,-1,2.0,-3,106,10,14,4,4,103
COc1ccc(C2CC(c3cccs3)=NN2C(=O)CSc2nnnn2C)cc1OC (stereo not given),104,17,0,0.6,4,105,25,5,-21,17,99
COc1ccc(CCN(C(=O)Cn2nnc3ccccc32)C(C(=O)NCC2CCCO2)c2ccncc2)cc1OC (stereo not given),109,6,-4,-0.5,-35,100,26,-2,-16,-6,101
Cc1ccc(NC(=O)C2CCCN(S(=O)(=O)c3ccc4c(c3)oc(=O)n4C)C2)nc1 (stereo not given),97,27,-1,0.5,-4,96,15,8,/,-5,95
CSC(=S)N/N=C/c1ccc(N(C)C)cc1,109,24,-3,-0.8,-47,103,12,-1,6,-41,108
CCOC(=O)c1ccc(-c2ccc(/C=C(\C#N)C(=O)NCC3CCCO3)o2)cc1 (stereo not given),103,17,-2,0.7,-4,103,5,1,2,4,103
CN(C)CCNC(=O)/C(=C/c1ccc(-c2cccc(Cl)c2)o1)NC(=O)c1ccccc1,104,16,-5,0.2,-1,110,3,12,/,6,106
Cn1cccc1CC(=O)NNC(=O)Nc1ccc(F)cc1,94,6,-3,-0.1,-20,88,11,-1,-12,12,93
O=C(N/N=C/c1cc(Cl)ccc1O)c1ccccc1Br,101,7,0,0.0,-43,100,15,3,-20,16,100
CCOC(=O)c1cnc2c(C(=O)OC)cccc2c1NCc1ccco1,101,8,0,0.6,16,101,13,5,13,45,101
CC(=O)Oc1ccc2c(c1)C(=O)c1ccccc1CO2,96,7,1,0.1,25,96,49,1,/,23,98
N#CCCN(C(=O)COc1ccc(C#N)cc1)c1ccc(F)cc1,98,11,0,0.5,-18,?,14,3,20,21,101
CCc1ccc(NS(=O)(=O)c2ccc3[nH]cc(C(=O)N(C)Cc4ccco4)c(=O)c3c2)cc1,100,13,0,0.1,38,99,23,0,6,-1,97
Cc1cc(NC(=O)CN2CCOCC2)n(-c2ccccc2)n1,101,6,/,/,-16,/,/,/,-1,0,97
Cc1ccc(C(=O)Nc2scc(-c3ccccc3)c2C(=O)O)o1,104,11,0,0.0,-28,100,21,0,-1,5,103
Cc1cc(N2CCC(C)CC2)nc(SCC(=O)c2ccccc2)n1,97,6,0,1.2,-10,94,12,20,/,-3,96
CN(c1ccccc1)c1nc2ccsc2c(=O)s1,97,169*,0,0.4,2,247*[activator],32,0,0,0,127
Cc1cc(NC(=O)COC(=O)C2COc3ccccc3O2)no1 (stereo not given),102,28,-5,-0.5,-13,104,23,0,/,-3,104
COc1ccc(-c2csc(NC(=O)Cc3cccc4ccccc34)c2C(=O)O)cc1,101,25,10,-0.4,2,96,4,0,-6,17,100
CCN1C(=O)NC2C1N(S(C)(=O)=O)CCN2S(C)(=O)=O (stereo not given),100,29,-2,0.2,1,98,27,7,/,15,99

# Source: PubChem
